# CXCR6 inh: CXCR6 receptor inhibitors, primary screen, cell-based, beta-arrestin, luminescence, CHO-K1 PathHunter, 1536-well. C-X-C chemokine receptor type 6 (Homo sapiens), O00574. inhibition, % at 20 µM. hit rate 0.36% among 360,000; in the data active = inhibition above about 34%, passing the limit was not always enough;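 also: antagonist mode with CXCL16 agonist at 10 nM final; 0% = 10 nM CXCL16 with DMSO and 100% = unstimulated wells without agonist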
# Target sequence (O00574 whole entry, looked up): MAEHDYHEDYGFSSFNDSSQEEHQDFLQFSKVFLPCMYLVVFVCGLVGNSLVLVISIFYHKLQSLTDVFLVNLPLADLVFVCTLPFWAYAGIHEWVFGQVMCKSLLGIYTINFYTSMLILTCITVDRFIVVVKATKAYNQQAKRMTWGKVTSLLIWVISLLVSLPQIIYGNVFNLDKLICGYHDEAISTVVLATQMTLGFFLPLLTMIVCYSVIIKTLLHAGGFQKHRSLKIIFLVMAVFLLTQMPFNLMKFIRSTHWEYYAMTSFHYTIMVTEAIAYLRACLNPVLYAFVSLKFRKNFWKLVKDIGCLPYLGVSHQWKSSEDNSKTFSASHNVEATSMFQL
# NR3A LBD binder: binders of NR3A ligand-binding domain, primary screen, biophysical, differential scanning fluorimetry, uHTS; hit rate 2.5% among 340,000; NR3A LBD differential scanning fluorimetry, Tm shift; 0% = protein alone, 100% = glycine-bound protein; Tm shift relative to glycine control, % at 25 µM;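 active = melting temperature shift of at least 10% of the positive control shift, at one fixed dose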
# Gli-Sufu block: Gli-Sufu pathway antagonists, primary screen, luciferase luminescence, Sufu-KO-LIGHT cells, uHTS. AID 588413, 2011. inhibition, % at 5 µM. hit rate 0.74% among 340,000. Sufu-KO-LIGHT fibroblasts, Gli luciferase reporter luminescence;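 active = inhibition above about 55%, limit read from the data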;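 also: 0% = DMSO-treated cells and 100% = wells with medium but no cells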
# EBI2 antag: EBI2 receptor antagonists, beta-arrestin recruitment, primary screen, cell-based, luminescence, 7a,25-OHC stimulation, uHTS; G-protein coupled receptor 183 (Homo sapiens), P32249; inhibition, % at 5 µM; 7a,25-OHC stimulated; hit rate 0.81% among 360,000; in the data active = inhibition above about 38%;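 also: enzyme fragment complementation signal reports receptor beta-arrestin coupling in cells; 0% = agonist plus DMSO wells and 100% = wells without agonist; some results beyond the cut were filed as inactive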
# A3A deaminase: APOBEC3A ssDNA deaminase inhibitors, primary screen, selectivity assay for APOBEC3G inhibitor project, biochemical, FAM/TAMRA oligo cleavage fluorescence; DNA dC->dU-editing enzyme APOBEC-3A (Homo sapiens), P31941; hit rate 0.41% among 330,000; inhibition, % at 20 µM; AID 493011, 2011; recombinant A3A, FAM/TAMRA ssDNA deamination fluorescence;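 active = at least 40% inhibition at 20 µM here, with at most 30% in a related deaminase screen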;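 also: plate controls were A3A with DMSO for no effect and wells lacking A3A enzyme for full effect; some results filed as inactive read as strong as hits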
# Target sequence (P31941 whole entry, looked up): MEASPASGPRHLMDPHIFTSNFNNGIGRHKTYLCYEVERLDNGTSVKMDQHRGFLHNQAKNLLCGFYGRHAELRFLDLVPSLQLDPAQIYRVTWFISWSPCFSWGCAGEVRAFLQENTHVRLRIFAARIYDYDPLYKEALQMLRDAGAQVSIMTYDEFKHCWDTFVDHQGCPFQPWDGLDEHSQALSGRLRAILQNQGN
# MPTP block: mitochondrial permeability transition pore inhibitors, primary screen, biochemical, isolated mouse mitochondria, absorbance | inhibition, % at 10 µM | Ca2+ swelling absorbance, 30 min | AID 602449, 2012 | hit rate 1.4% among 360,000;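 active = inhibition of 50% or more, scaled per plate between neutral and stimulator controls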;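 also: 0% = DMSO wells given calcium and 100% = 1 mM EGTA wells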
# CCR6 antagonist: CCR6 receptor antagonists, primary screen, cell-based, CHO-K1, luminescence, beta-arrestin, uHTS | C-C chemokine receptor type 6 (Homo sapiens), P51684 | CHO-K1 CCR6 PathHunter beta-arrestin, CCL20-stimulated | inhibition, % at 20 µM | hit rate 0.49% among 340,000 | AID 493098, 2011;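 active = compounds whose inhibition of the agonist-driven luminescence signal at 20 µM reaches about 50%, limit read from the data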;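 also: cells stimulated with CCL20 at 14 nM final; plate controls were DMSO with CCL20 for no effect and DMSO without agonist for full effect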
# Target sequence (P51684 whole entry, looked up): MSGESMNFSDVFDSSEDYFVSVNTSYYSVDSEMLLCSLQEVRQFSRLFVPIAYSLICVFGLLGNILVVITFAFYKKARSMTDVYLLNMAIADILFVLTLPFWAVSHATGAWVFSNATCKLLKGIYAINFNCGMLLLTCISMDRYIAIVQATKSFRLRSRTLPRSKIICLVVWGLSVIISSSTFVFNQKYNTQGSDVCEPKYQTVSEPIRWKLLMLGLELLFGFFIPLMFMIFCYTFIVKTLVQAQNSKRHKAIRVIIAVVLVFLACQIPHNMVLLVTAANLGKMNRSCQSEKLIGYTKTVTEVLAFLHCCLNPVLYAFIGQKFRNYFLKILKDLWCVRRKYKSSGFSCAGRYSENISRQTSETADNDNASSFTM
# A3G deaminase: APOBEC3G DNA deaminase inhibitors, primary screen, biochemical, fluorescence, single-stranded DNA substrate, uHTS | recombinant A3G, ssDNA deamination FAM/TAMRA fluorescence | DNA dC->dU-editing enzyme APOBEC-3G (Homo sapiens), Q9HC16 | hit rate 0.28% among 330,000 | AID 493012, 2011 | inhibition, % at 20 µM;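 active = inhibition of at least 40% at 20 µM, with no more than 30% in the related APOBEC3A deaminase screen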;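 also: plate controls were DMSO wells with A3G for no effect and wells lacking A3G enzyme for full effect; some compounds called inactive have numbers as strong as hits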
# An asterisk follows results filed as active; nt = not tested or not shown.
SMILES,CXCR6 inh,NR3A LBD binder,Gli-Sufu block,EBI2 antag,A3A deaminase,MPTP block,CCR6 antagonist,A3G deaminase
CN1CCN(C(CNC(=O)C(=O)NC2CCCC2)c2ccc(F)cc2)CC1 (centres undefined),0.2,1.0,4.0,-2.2,-1.2,-2.4,11.4,-4.9
COc1ccc2sc(-c3ccccc3OC)c(-c3ccc(OCCN4CCOCC4)cc3)c2c1,-8.7,2.0,-1.6,-0.9,4.5,-0.7,4.6,-0.4
COc1ccc(-c2c(O)c(C#N)c(-c3ccccc3)n(-c3ccc(OC)cc3)c2=O)cc1,1.2,-6.0,9.1,4.3,-2.3,26.7,5.9,-1.6
N#C/C(=C\c1cn(CCOc2ccccc2F)c2ccccc12)C(=O)NCc1cccs1,-5.0,-3.8,-7.0,32.3,-4.6,1.2,-7.0,-11.1
Cc1cc(C(=O)OCC(=O)Nc2ccccc2[N+](=O)[O-])c2ccccc2n1,-5.4,7.7,0.8,-10.5,-1.3,-0.9,2.8,0.0
Cc1nn(C)c(C)c1NC(=O)/C(C#N)=C\N(C)C,2.7,1.7,2.3,-10.4,-1.7,1.6,-7.3,-1.6
Cc1oc(-c2ccccc2)nc1C(=O)O,-1.3,1.7,5.1,-5.8,0.7,0.4,2.9,0.8
COCc1nc2ccccc2n1Cc1ccccc1C,2.1,-0.9,13.7,-4.8,-1.7,0.7,7.7,-4.4
CCOC(=O)/C=C/S(=O)(=O)c1ccc(NC(C)=O)cc1,34.0,-1.3,9.2,-7.1,1.5,0.0,48.4,-0.5
NC(=O)c1ccsc1NC(=O)COC(=O)Cc1n[nH]c(=O)c2ccccc12,-6.6,-0.5,-25.6,-2.7,-2.5,-0.5,10.4,-8.4
O=C(Nc1ccc(N2CCN(C(=O)c3ccccc3)CC2)cc1)c1cccnc1,-7.4,-0.5,-18.5,-16.8,-2.3,-0.1,-6.4,-10.4
CC1CN(C(C)C)C(=S)N(c2ccccc2)C1=O (centres undefined),-0.1,1.5,0.8,11.0,nt,0.9,2.1,nt
O=C(NCCC1CCCCN1S(=O)(=O)c1ccccc1)C(=O)Nc1ccccc1F (centres undefined),2.9,0.3,-4.4,-12.1,0.4,0.9,24.7,5.8
Cc1ccc(-n2c(C)nc3ccsc3c2=O)cc1,-6.8,-2.3,1.7,-4.7,3.3,-1.2,2.2,-2.9
COCC(=O)Nc1ccc(Br)cc1,-0.9,-2.2,-3.0,3.2,-0.7,-1.0,-13.4,-5.1
CCn1c(SCC(=O)Nc2ccccc2)nc2ccccc2c1=O,3.8,-0.2,1.8,-3.9,-0.3,1.3,20.0,-2.7
CCOc1ccc(CN2CCNC(=O)C2CC(=O)NCc2csc(C)n2)cc1 (centres undefined),-11.2,-1.1,0.9,2.8,-3.7,0.1,11.0,-1.1
CCCC(=O)Nc1ccc(NC(=O)c2ccccn2)cn1,-3.0,0.2,-14.7,4.2,-0.5,-2.2,4.7,-4.5
Cc1ccc2nc(C)cc(C(=O)OCC(=O)Nc3c(C)n(C)n(-c4ccccc4)c3=O)c2c1,-7.7,0.6,-4.1,1.3,-3.7,0.3,-3.0,-6.3
CCCC(=O)Nc1ccccc1N1CCN(C(=O)C(C)C)CC1,-2.6,-1.7,7.2,-1.0,-6.9,0.1,-6.3,-5.9
COc1cccc(C(=O)Nc2ncc3c(n2)CC(C)(C)CC3=O)c1,-2.2,-0.9,-29.9,0.2,7.1,-2.2,12.2,-1.1
C=C1CC2C(=O)N(Cc3ccccc3)C(C(=O)OCC)(C(=O)OCC)C1N2C(=O)OC(C)(C)C (centres undefined),2.7,-2.5,7.1,-2.1,12.0,0.7,18.7,-10.1
CCOC(=O)c1[nH]c2ccc(OC)cc2c1NS(=O)(=O)c1ccc(OC)cc1OC,-0.3,0.1,4.8,2.1,-5.1,2.2,1.4,-4.4
CC(C)C1CC(c2csc(N)n2)CCO1 (centres undefined),-2.1,-0.2,17.1,1.3,1.1,-6.1,-11.0,-4.5
N#Cc1ccc(OCC(=O)N2CCN(S(=O)(=O)c3cccc(Cl)c3)CC2)cc1,-6.0,1.9,-1.8,53.6*,-1.5,-0.4,7.0,-4.5

# Part of the list above in order of SMILES length, low to high:
SMILES,CXCR6 inh,NR3A LBD binder,Gli-Sufu block,EBI2 antag,A3A deaminase,MPTP block,CCR6 antagonist,A3G deaminase
COCc1nc2ccccc2n1Cc1ccccc1C,2.1,-0.9,13.7,-4.8,-1.7,0.7,7.7,-4.4
Cc1nn(C)c(C)c1NC(=O)/C(C#N)=C\N(C)C,2.7,1.7,2.3,-10.4,-1.7,1.6,-7.3,-1.6
CCOc1ccc(CN2CCNC(=O)C2CC(=O)NCc2csc(C)n2)cc1 (centres undefined),-11.2,-1.1,0.9,2.8,-3.7,0.1,11.0,-1.1

# One compound at a time, as listed above:
# `COCc1nc2ccccc2n1Cc1ccccc1C` across the screens: CXCR6 inh: 2.1; NR3A LBD binder: -0.9; Gli-Sufu block: 13.7; EBI2 antag: -4.8; A3A deaminase: -1.7; MPTP block: 0.7; CCR6 antagonist: 7.7; A3G deaminase: -4.4
# `COc1ccc(-c2c(O)c(C#N)c(-c3ccccc3)n(-c3ccc(OC)cc3)c2=O)cc1` across the screens: CXCR6 inh: 1.2; NR3A LBD binder: -6.0; Gli-Sufu block: 9.1; EBI2 antag: 4.3; A3A deaminase: -2.3; MPTP block: 26.7; CCR6 antagonist: 5.9; A3G deaminase: -1.6

# (continued)
SMILES,CXCR6 inh,NR3A LBD binder,Gli-Sufu block,EBI2 antag,A3A deaminase,MPTP block,CCR6 antagonist,A3G deaminase
CCOC(=O)c1c(-c2ccc(-c3ccccc3)cc2)csc1NC(=O)CCC(=O)O,3.8,-7.7,4.1,-12.1,-1.6,1.4,11.9,-7.0
Cc1c(C)n(CC(O)CN(CCO)CCO)c2ccccc12 (centres undefined),9.5,-1.0,2.6,-4.0,-2.4,-2.3,-0.9,-6.7
O=C(CSc1nnc(-c2ccc(Cl)cc2)n1CC1CCCO1)NC1CCS(=O)(=O)C1 (centres undefined),-1.5,-0.1,-9.3,-13.0,-2.0,-1.7,1.8,-8.8
CCN(CC)C(=S)SCC(=O)c1ccc(F)cc1,8.1,3.5,-72.2,-8.6,-5.8,0.3,15.2,-9.4
O=C(c1ccc(S(=O)(=O)N2CCOCC2)cc1)N(c1ccccc1)C1C=CS(=O)(=O)C1 (centres undefined),-0.6,-1.8,2.1,6.0,1.6,0.1,1.2,-7.4
COc1ccc(C(=O)C2CCN(C(=O)Nc3ccccc3C)CC2)cc1,-5.8,-2.1,-13.3,5.5,0.4,-0.6,1.4,0.3
Cc1cccc(CC2CC(=O)N(c3ncccn3)C2=O)c1 (centres undefined),-0.7,1.5,0.9,-1.5,-6.4,-0.4,7.3,-6.7
CC(C)Oc1ccc(/C=C(\C#N)C(=O)NC2CC2)cc1,-2.6,-2.7,-3.3,-6.4,-0.4,2.8,5.3,-3.4
CC(C)C(NC(=O)c1ccccc1Br)c1ccccc1 (centres undefined),7.3,-2.0,32.2,3.3,6.0,0.8,15.8,-4.1
COc1cccc(NC(=O)CSc2nc3c(sc4ccccc43)c(=O)n2CCCN2CCCC2)c1,-16.7,-3.4,32.2,8.3,6.7,9.7,-7.8,-1.3
Cc1ccc(-n2c(=S)[nH]c3nc4c(cc3c2=O)COC(C)(C)C4)cc1,15.7,-0.6,-8.9,2.0,0.9,2.4,19.4,-6.6
Cc1csc(SCC(=O)Nc2ccc(S(=O)(=O)N3CCCC3)cc2)n1,-2.1,-28.2,-14.5,6.3,0.2,0.1,-11.3,-1.4
CC(=O)Nc1ccc(S(=O)(=O)NC2=NCN(c3ccc([N+](=O)[O-])cc3)CN2)cc1,-0.1,0.8,-8.7,-12.8,-6.0,0.5,0.8,-3.9
C/C(=N\NC(=O)c1ccc([N+](=O)[O-])cc1Cl)c1ccccc1,-5.2,-0.9,-46.6,-12.0,-2.8,0.6,2.7,-9.8
O=C(OCC1CC(c2ccccc2Cl)=NO1)c1ccc(Br)cc1 (centres undefined),-5.4,-0.7,2.3,-5.6,-1.0,-11.5,9.1,-4.6
COC(=O)C1CCN(C(=O)/C=C/c2ccccc2)CC1,-2.3,-2.7,-64.7,65.6*,-1.4,0.7,-11.0,-4.4
COc1ccc(OC)c(-c2csc(CCn3nc(C)cc3C)n2)c1,0.3,-5.3,-1.4,4.2,-2.1,-0.2,3.0,-9.7
O=C(NC(Cc1ccccc1)C(=O)N1CCN(c2ccccn2)CC1)c1ccco1 (centres undefined),3.6,-2.6,6.4,13.7,2.5,-0.3,1.7,-3.2
CCN1CCN(C(=O)c2cc3cc(F)ccc3[nH]2)CC1,4.8,0.9,-10.0,55.2*,-0.9,0.0,-2.4,-6.8
O=C1CCc2cc(S(=O)(=O)NCCC(=O)NC3CCN(Cc4ccccc4)CC3)ccc2N1,0.3,-2.2,4.6,-8.9,1.0,0.7,-0.9,0.9
CCC(C)Sc1nnc(CSc2nc(C)cc(C)n2)n1C (centres undefined),-6.1,0.9,3.4,2.5,2.8,1.5,5.7,0.4
CNC(=O)CSc1nc2nn(-c3ccccc3)c(=O)c-2c2n1CCCCC2,-8.0,-2.0,55.7*,-11.1,2.6,-0.8,-6.4,2.2
CC(c1ccccc1C(=O)O)c1cc(F)cc2ccccc12 (centres undefined),-5.0,-2.6,6.3,-15.0,nt,-0.8,-2.9,nt
COc1cc(NC(=O)c2cccs2)c(C(=O)OCC(=O)NC(C)c2ccccc2)cc1OC (centres undefined),5.6,-2.2,-3.2,-0.2,4.4,-0.9,8.7,-2.3
CC(=O)Nc1ccc(C(=O)COC(=O)CCS(=O)(=O)c2ccccc2)cc1,-2.7,-0.7,-26.0,-7.6,-0.2,-1.2,3.0,-9.5
SMILES,CXCR6 inh,NR3A LBD binder,Gli-Sufu block,EBI2 antag,A3A deaminase,MPTP block,CCR6 antagonist,A3G deaminase
CCCOC(=O)C1NC(=O)N2C(C(=O)OCCC)C(C)(C)S[C@H]12 (some centres undefined),-0.9,0.5,-2.8,-1.7,-3.3,-0.3,-5.0,-5.3
COC1CCCN(C(=O)c2cccc(OC3CCN(S(=O)(=O)N(C)C)CC3)c2)C1 (centres undefined),1.4,-6.4,-2.8,-8.2,0.9,-1.2,3.1,1.1
COc1ccc(-n2nc3c(c2NC(=O)c2ccccc2S(=O)(=O)C(F)F)CS(=O)(=O)C3)cc1,4.1,0.7,6.9,-7.4,-2.3,1.8,10.3,-12.5
COCCCN1C(=O)c2ccc(C(=O)N3CCN(c4ccccc4OC)CC3)cc2C1=O,-7.2,1.4,-35.0,-8.4,-1.4,-0.8,6.9,0.5
Cc1ccc2c(c1)cc(C(=O)N[C@@H](Cc1ccccc1)C(=O)O)n2C,-5.9,-2.2,12.8,-4.8,-0.9,0.5,-1.3,-7.5
COc1ccc(CCNc2nc3ccccc3n3nnnc23)cc1OC,-3.5,4.1,-22.0,-14.7,-2.8,-1.5,-13.3,-9.2
Cc1c(Cl)ccc2c1NC(=O)[C@]21[C@@H]2C(=O)N(Cc3ccccc3)C(=O)[C@@H]2[C@@H]2CCCN21,0.0,-3.1,0.7,8.8,-2.0,-1.3,2.5,2.7
CC(C)c1nc(Cl)c(C#N)c2c1CSC(C)(C)C2,-2.4,0.4,6.0,-4.7,-4.5,0.3,8.7,-8.8
COC(=O)Oc1c(Br)c(=O)oc2ccccc12,18.9,0.6,-5.6,-2.5,3.3,0.6,48.9,1.4
Cc1ccc(S(=O)(=O)NCCN2CCOCC2)c(C)c1,-2.7,0.9,-1.8,-4.4,-4.9,-1.4,0.4,-8.7

# Screens as filed in PubChem BioAssay.
